Screens deposited in PubChem BioAssay by National Center for Advancing Translational Sciences (NCATS).
GRP78 ERSR act: inducers of ER stress response in human glioma cells; U87-MG GRP78 promoter luciferase reporter, 16 h; Potency, µM, for the others: at the highest dose activation, usual class: activators; 420,000 tested, 0.02% active; note: potency is the fitted concentration of half-maximal effect; series mostly up to about 76 µM; % of control where 0% means no effect; nearly all actives have a fitted effect of over 35% in size
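Stably transfected U87-MG glioma cells carrying a GRP78-based luciferase sensor; 16 h compound incubation. Luminescence end-point read 10 min after Bright-Glo addition at room temperature.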
D1 agonist: agonists of human D1 dopamine receptor; P21728; HEK293 T-REx D1 cells, calcium flux, agonist mode; activation, % at 2 µM; 360,000 tested, 1% active; AID 504660; in the data active = activation above about 30%; note: 0% is about no effect
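Tetracycline-induced HEK293 TREx D1 cells, force-coupled to calcium signalling, were dye-loaded with a no-wash calcium kit. Compound was pin-added after a 10 s baseline. Fluorescence was read kinetically at 1 cycle/s for 180 s, with calcium rises flagged as agonism.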
Vif-APOBEC3F blk: inhibitors of Vif-A3F interaction; HeLa A3F-eYFP + Vif (tagged APOBEC3F with the HIV-1 protein that degrades it), YFP fluorescence increase; Potency, µM (series often up to 46.1 µM), without a hit: at the highest dose activity, negative = active; 390,000 tested, 0.2% active; note: potency is the fitted concentration of half-maximal effect; % of control where 0% means no effect; nearly all actives have a fitted effect of over 65% in size
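HeLa cells stably expressing Vif plus C-terminally eYFP-tagged A3F were seeded, incubated overnight at 37 deg C, dosed with compound, incubated overnight again at 37 deg C. Yellow fluorescence (Ex 488/Em 500-530) reported blocked Vif-mediated A3F-eYFP degradation.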
RXFP1 antag: antagonists of human relaxin receptor RXFP1 | HEK293-RXFP1, relaxin-stimulated cAMP HTRF, 30 min; active compounds read low | AID 1259400 | 350,000 tested, 0.59% active | activity change, negative = inhibition, % at 57.5 µM | Q9HBX9;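 active = activity change of -60% or lower, but not beyond a set lower limit; inconclusive = change between -60% and -40%, or beyond the set limit; inactive = change above -40%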; note: % is set by controls: 0 for no effect and ±100 for the full control effect
D1 antagonist: antagonists of human D1 dopamine receptor. P21728. HEK293 TREx D1 cells, calcium flux, dopamine EC80; active compounds read low. activity change, negative = inhibition, % at 10 µM. 360,000 tested, 3.2% active. AID 504652; in the data active = activity change below about -30%; note: % is set by controls: 0 for no effect and ±100 for the full control effect
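Tetracycline-induced HEK293 Trex D1 cells, force-coupled to calcium, dye-loaded; compounds added and read 180 s, then EC80 dopamine added and calcium flux tracked kinetically another 180 s.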
Vif-A3G inh: Vif-A3G binding inhibition. Q9HC16. HeLa A3G-eYFP + Vif (tagged APOBEC3G with the HIV-1 protein that degrades it), YFP fluorescence, overnight. Potency, µM (titrated, usually from 46.1 µM), without a hit: at the highest dose activity, negative = active, actives largely listed as inhibitors. 410,000 tested, 0.076% active. AID 602310;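 note: potency is the fitted concentration of half-maximal effect; % is set by controls: 0 for no effect and ±100 for the full control effect; nearly all actives have a fitted effect of over 60% in size; hits raise eYFP signal because A3G escapes Vif-driven loss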
Target sequence (Q9HC16 whole entry, looked up): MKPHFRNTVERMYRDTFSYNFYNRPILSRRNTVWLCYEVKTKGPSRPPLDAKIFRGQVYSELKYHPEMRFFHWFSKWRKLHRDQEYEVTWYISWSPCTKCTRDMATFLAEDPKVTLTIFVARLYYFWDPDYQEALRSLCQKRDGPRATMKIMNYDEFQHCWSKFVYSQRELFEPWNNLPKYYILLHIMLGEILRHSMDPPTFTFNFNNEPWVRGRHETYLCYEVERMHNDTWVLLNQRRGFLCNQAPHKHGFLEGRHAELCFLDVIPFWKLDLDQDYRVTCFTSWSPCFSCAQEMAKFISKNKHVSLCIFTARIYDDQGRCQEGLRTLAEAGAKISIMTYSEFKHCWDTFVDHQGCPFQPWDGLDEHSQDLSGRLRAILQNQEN
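Read-out is eYFP fluorescence (Ex 488/Em 500-530) from Vif-expressing HeLa A3G-eYFP cells; more signal means A3G escaped Vif-mediated degradation. Cells plated overnight, compound pinned in, incubated overnight at 37 deg C.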
D2 potentiator: positive allosteric modulators of human D2 dopamine receptor; potentiation, % at 10 µM; P14416; 340,000 tested, 0.34% active; HEK293 T-REx D2, calcium flux, EC20 dopamine potentiation;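 active = potentiation over 3 SD above the plate norm, cut at about 30% in these data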; note: 0% is about no effect
Target sequence (P14416 whole entry, looked up): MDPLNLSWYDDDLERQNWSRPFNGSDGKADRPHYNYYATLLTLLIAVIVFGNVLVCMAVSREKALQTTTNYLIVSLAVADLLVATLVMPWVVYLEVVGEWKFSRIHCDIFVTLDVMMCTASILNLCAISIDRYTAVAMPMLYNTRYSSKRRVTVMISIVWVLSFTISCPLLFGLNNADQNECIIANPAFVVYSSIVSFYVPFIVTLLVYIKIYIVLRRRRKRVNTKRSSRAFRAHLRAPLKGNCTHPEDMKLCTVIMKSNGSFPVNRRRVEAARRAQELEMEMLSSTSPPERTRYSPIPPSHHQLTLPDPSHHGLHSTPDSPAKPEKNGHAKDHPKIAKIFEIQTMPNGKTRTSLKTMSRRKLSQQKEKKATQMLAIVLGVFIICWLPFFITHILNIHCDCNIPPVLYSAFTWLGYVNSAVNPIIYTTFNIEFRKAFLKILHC
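Calcium flux readout, no-wash dye, 1 read/s. Inducible HEK293 Trex D2 line, overnight 30 C. Compound alone 180 s (agonist flags), then EC20 dopamine, another 180 s to score potentiation.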
D1 PAM: potentiators of human D1 dopamine receptor | P21728 | HEK293 TREx D1 cells, calcium flux, dopamine EC20 potentiation | potentiation, % at 10 µM | 360,000 tested, 0.036% active | AID 504651; in the data active = potentiation above about 30%; note: 0% is about no effect
RXFP1 ag: RXFP1 (human) receptor agonism | HEK293T-RXFP1 cAMP TR-FRET, 30 min; response scale: percent of porcine relaxin response, buffer zero | Q9HBX9 | Potency, µM (doses to about 57.5 µM), inactives show at the top dose activation, usual class: activators | 370,000 tested, 0.3% active; note: potency is the fitted concentration of half-maximal effect; % is set by controls: 0 for no effect and ±100 for the full control effect; nearly all actives have a fitted effect of over 60% in size; many of its hits are not listed in these tables
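HEK293 cells stably expressing RXFP1, treated 30 min at 37C with compounds plus PDE4 inhibitor Ro 20174; cAMP measured by HTRF TR-FRET. Normalized to buffer and 29 nM porcine relaxin; EC50 by Hill fit.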
* marks the source's active call; other numbers are inactive results; ? = inconclusive; · = not tested or not shown. Unless noted, calls come from the whole dose curve; as a rule, active = well fitted curve in the direction sought with a large enough effect; inconclusive = small, poorly fitted or top-dose-only effect, or another doubt; inactive = no such curve, though single readings can be large; an effect the other way counts as inactive or inconclusive.

| SMILES | GRP78 ERSR act | D1 agonist | Vif-APOBEC3F blk | RXFP1 antag | D1 antagonist | Vif-A3G inh | D2 potentiator | D1 PAM | RXFP1 ag |
| --- | --- | --- | --- | --- | --- | --- | --- | --- | --- |
| CCOC(=O)C1CCN(C(=O)COc2ccc(Cl)cc2)CC1 | -11% | 2 | -5% | -3 | -22 | 1% | -2 | -5 | 1.9% |
| COc1cc(C(=S)N2CCC(C)CC2)ccc1O | 3% | -2 | -7% | -1 | · | 2% | -5 | -4 | 2.0% |
| C/C(=N/OC(=O)C1CC1c1ccccc1)c1ccccc1 (stereo not given) | 9% | 9 | -4% | -11 | -13 | -1% | 3 | -9 | 2.2% |
| O=C(N[C@@H](Cc1ccccc1)C(=O)O)c1cccnc1 | -5% | 5 | -3% | · | 24 | 3% | -9 | · | 0.0% |
| Cc1ccc([N+](=O)[O-])cc1NC(=O)CN1CCCCC1 | -4% | -2 | -4% | -3 | 14 | 2% | -22 | -3 | 2.8% |
| CCS(=O)(=O)N1CC(=O)N(c2ccc(Cl)cc2)C(C)(C(=O)NC2CCCCC2)C1 (stereo not given) | -1% | -1 | -1% | -13 | -7 | -3% | -15 | 2 | -1.3% |
| CC1(C)NC(=O)N(CC(O)Cn2nnc3ccccc32)C1=O (stereo not given) | -5% | 3 | 3% | 1 | 0 | -1% | 6 | 1 | 0.9% |
| C=CCC(=O)N1CCC(n2nccc2NC(=O)c2ccc3c(c2)OCO3)CC1 | 3% | · | 0% | 2 | · | 0% | · | · | · |
| CN(c1ccccc1)S(=O)(=O)c1ccc(Cl)c(C(=O)Nc2ccccc2N2CCOCC2)c1 | 1% | 2 | 8% | -14 | 26 | 4% | 6 | -2 | -0.1% |
| CCCCN(Cc1ccccc1)c1ncnc2nc[nH]c12 | 5% | 2 | 0% | · | 10 | -4% | -7 | 9 | -0.4% |
| CCCn1c(=N)c(S(=O)(=O)c2ccc(F)cc2)cc2c(=O)n3ccccc3nc21 | -5% | 0 | -4% | 0 | -1 | 2% | 3 | -1 | 1.8% |
| CC1(C)CC(=NNC(=O)c2n[nH]c3c2CCC3)CC(C)(C)N1 | 2% | 3 | ? | 6 | -11 | -4% | -3 | -1 | -3.0% |
| CN(Cc1ccccc1)C(=O)CN1CCN(C(c2ccccc2)c2ccccc2)CC1 | 0% | 2 | -1% | -81* | · | 0% | -28 | -2 | 3.1% |
| O=C1N=C(N2CCCCC2)S/C1=C\c1ccc(Cl)cc1 | 4% | 0 | -1% | 5 | -1 | -2% | 8 | -4 | 1.5% |
| Cc1ccc(C(=O)Nc2ncc(C)s2)o1 | 1% | 2 | 2% | 6 | 4 | 1% | -12 | -5 | 2.0% |
| COc1ccc(S(=O)(=O)N2CCCC2)cc1C(=O)N1CCCCC1 | -3% | 2 | -38% | -1 | 2 | 1% | -2 | -6 | 2.0% |
| CC(C)(C)c1ccc(N2C(=O)Cc3c2nc(N)c(C#N)c3N)cc1 | 2% | -2 | -4% | -12 | -7 | -2% | -5 | -4 | 0.1% |
| Cc1cc(C)c2oc(C(=O)NCc3ccccc3)cc(=O)c2c1 | -2% | 1 | -12% | -7 | -12 | 0% | 3 | 4 | 3.4% |
| COc1ccc(OCCCC(=O)OC(C)C(=O)Nc2ccc(C)cc2)cc1 (stereo not given) | -3% | 5 | -3% | -3 | -7 | 1% | 0 | -7 | -0.1% |
| CCN(C(=O)CSc1nc2ccccc2o1)c1c(N)n(Cc2ccccc2)c(=O)[nH]c1=O | -2% | 1 | 7% | 4 | 4 | -5% | 1 | 2 | -0.4% |

| SMILES | GRP78 ERSR act | D1 agonist | Vif-APOBEC3F blk | RXFP1 antag | D1 antagonist | Vif-A3G inh | D2 potentiator | D1 PAM | RXFP1 ag |
| --- | --- | --- | --- | --- | --- | --- | --- | --- | --- |
| CCN(c1ccccc1)S(=O)(=O)c1ccc(NC(=O)c2nc(SC)ncc2Cl)cc1 | -1% | 3 | 3% | · | 0 | 7% | · | 0 | -0.7% |
| COc1ccc(CCNC(=O)C(C)n2nc(C)c3sc4ccccc4c3c2=O)cc1OC (stereo not given) | -5% | 4 | 1% | -8 | 10 | 2% | 4 | -4 | 20% |
| O=C(CCC1CCCN(C(=O)Cc2ccc(F)cc2)C1)N1CCN(c2ccccn2)CC1 (stereo not given) | -4% | -1 | -21% | 3 | -11 | 0% | 18 | 0 | 0.1% |
| O=C(Nc1nnc(-c2ccco2)o1)c1cccc2ccccc12 | -3% | -1 | -7% | -15 | -4 | 1% | -3 | -6 | -0.8% |
| Cc1ccccc1-c1nc(CS(=O)(=O)CC(=O)NCCCN2CCOCC2)c(C)o1 | -1% | 5 | -4% | 6 | -1 | 1% | 4 | 1 | 1.3% |
| CC1=NOC(=O)/C1=C/c1ccc2c(c1)OCO2 | -5% | 4 | 7% | -9 | 22 | -5% | -3 | -1 | 1.8% |
| CN(CC(=O)N1CC=C(c2ccccc2)CC1)S(=O)(=O)c1cnc[nH]1 | -2% | 2 | 8% | -5 | 6 | 1% | 0 | -7 | 1.8% |
| COc1ccc(-c2oc3ccccc3c2C(=O)OCc2ccc([N+](=O)[O-])cc2)cc1 | -5% | -1 | 2% | · | 10 | 0% | 5 | -2 | 0.6% |
| CCCc1ccc(OCC(=O)NNC(=O)c2cccnc2)cc1 | -2% | 0 | 0% | -19 | 0 | 0% | · | -3 | 0.3% |
| O=C(Cc1cccc(NC(=O)C2CCN(C(=O)C3CCCC3)CC2)c1)Nc1cccc(C(=O)N2CCCC2)c1 | -1% | 7 | 4% | · | 8 | -1% | 28 | -7 | 3.1% |
| O=C(NCC1COc2ccccc2O1)c1cccc(S(=O)(=O)N2CCN(c3ccccc3)CC2)c1 (stereo not given) | -2% | 2 | -10% | -18 | 6 | 1% | 7 | 2 | -0.1% |
| COc1ccc(NS(=O)(=O)c2cccc(C(=O)OCC(=O)c3c(N)n(C)c(=O)n(C)c3=O)c2)cc1 | -2% | · | -9% | 2 | · | -5% | · | · | · |
| O=C(CN(Cc1ccccc1)S(=O)(=O)c1ccccc1)N/N=C/c1ccccc1[N+](=O)[O-] | -2% | 1 | -1% | 11 | -6 | -8% | -4 | 4 | 4.2% |
| [O-][n+]1ccccc1/C=C/c1ccccc1 | -3% | · | 13% | 8 | · | 0% | · | · | · |
| CCCCCn1c(CN2CCN(c3cccc(Cl)c3)CC2)nc2c1c(=O)[nH]c(=O)n2C | -1% | 1 | -3% | · | 15 | -12% | -18 | -9 | 2.7% |
| CC(=O)Nc1ccc(NC(=O)c2ccccc2N(Cc2ccccc2)S(C)(=O)=O)cc1 | 0% | 3 | 7% | 4 | -15 | -4% | 0 | -3 | 0.3% |
| CCOC(=O)c1c(-c2ccc(F)cc2)cn2ccccc12 | -4% | 7 | -2% | -11 | -27 | -1% | 8 | -11 | -1.5% |
| CN1CCN(S(=O)(=O)c2ccc(Br)c3nsnc23)CC1 | -3% | -1 | 1% | -4 | · | 0% | 12 | -2 | -0.3% |
| O=C(Cn1c(=O)oc2cc(S(=O)(=O)N3CCCC3)ccc21)Nc1ccc(OC(F)(F)F)cc1 | -2% | 2 | 0% | -18 | 3 | -1% | -8 | -5 | 1.3% |
| Cc1nn(-c2ccc(N3CCCCC3)nn2)c(C)c1CCC(=O)NCc1ccc(Cl)cc1 | -7% | 6 | -4% | -2 | -15 | 5% | -2 | -3 | 0.4% |

5 structures from above, sorted by SMILES length, falling:
| SMILES | GRP78 ERSR act | D1 agonist | Vif-APOBEC3F blk | RXFP1 antag | D1 antagonist | Vif-A3G inh | D2 potentiator | D1 PAM | RXFP1 ag |
| --- | --- | --- | --- | --- | --- | --- | --- | --- | --- |
| CCN(c1ccccc1)S(=O)(=O)c1ccc(NC(=O)c2nc(SC)ncc2Cl)cc1 | -1% | 3 | 3% | · | 0 | 7% | · | 0 | -0.7% |
| Cc1ccccc1-c1nc(CS(=O)(=O)CC(=O)NCCCN2CCOCC2)c(C)o1 | -1% | 5 | -4% | 6 | -1 | 1% | 4 | 1 | 1.3% |
| CN(CC(=O)N1CC=C(c2ccccc2)CC1)S(=O)(=O)c1cnc[nH]1 | -2% | 2 | 8% | -5 | 6 | 1% | 0 | -7 | 1.8% |
| O=C(Nc1nnc(-c2ccco2)o1)c1cccc2ccccc12 | -3% | -1 | -7% | -15 | -4 | 1% | -3 | -6 | -0.8% |
| CCCc1ccc(OCC(=O)NNC(=O)c2cccnc2)cc1 | -2% | 0 | 0% | -19 | 0 | 0% | · | -3 | 0.3% |

New compounds follow
| SMILES | GRP78 ERSR act | D1 agonist | Vif-APOBEC3F blk | RXFP1 antag | D1 antagonist | Vif-A3G inh | D2 potentiator | D1 PAM | RXFP1 ag |
| --- | --- | --- | --- | --- | --- | --- | --- | --- | --- |
| Cc1cccc(C(CC(=O)NCC2(c3ccccc3)CCCC2)c2ccccc2)c1O (stereo not given) | -7% | 2 | -6% | -27 | -31* | 6% | 9 | -4 | -0.5% |
| COc1ccc(CNC(=S)Nc2ccccc2-c2ccccc2)cc1 | · | 1 | · | · | 2 | · | 0 | -1 | 0.3% |
| CCCCOc1ccc(C(=O)Nc2ccc3c(c2)CCCN3S(=O)(=O)c2ccc(C)cc2)cc1 | -2% | 1 | 10% | -4 | -10 | 4% | 2 | 0 | -0.2% |
| O=[N+]([O-])c1ccc(S(=O)(=O)N(CC(O)CN2CCCCC2)c2ccccc2)cc1 (stereo not given) | -7% | 7 | 4% | -1 | -4 | 0% | -16 | -9 | 3.7% |
| O=C1c2[nH]nc(-c3ccccc3O)c2C(c2ccccc2F)N1Cc1ccco1 (stereo not given) | 3% | 0 | -6% | -7 | 13 | -21% | 5 | -4 | 0.9% |
| COCCCNc1nc2c(-c3cccc(Br)c3)nnn2c2ccccc12 | 0% | 2 | -1% | · | -12 | 5% | 1 | 0 | ? |
| COC(=O)c1[nH]c2cccc(OC)c2c1NC(=O)CN1CC(C)OC(C)C1 (stereo not given) | -4% | 0 | 2% | -7 | -9 | 3% | 11 | 2 | 0.3% |

Not all compounds are listed. The share of hits here may be higher or lower than overall.
